NTR1 agonist – agonists of NTR1, primary screen, imaging, U2OS cells, beta-arrestin-GFP, high content (AID 493036); P30989; NTR1-U2OS beta-arrestin-GFP spot imaging, agonist mode; activation, % at 20 µM; 330,000 tested, 0.17% active;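 active means activation at or above 40% of the spot to cytoplasm intensity ratio, with at least 20 cells analyzed; inconclusive means wells under 20 cells, flagged as cytotoxic or low count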;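 further: 0% = DMSO without peptide and 100% = 100 nM NTR1 peptide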
Target sequence (P30989 whole entry, looked up): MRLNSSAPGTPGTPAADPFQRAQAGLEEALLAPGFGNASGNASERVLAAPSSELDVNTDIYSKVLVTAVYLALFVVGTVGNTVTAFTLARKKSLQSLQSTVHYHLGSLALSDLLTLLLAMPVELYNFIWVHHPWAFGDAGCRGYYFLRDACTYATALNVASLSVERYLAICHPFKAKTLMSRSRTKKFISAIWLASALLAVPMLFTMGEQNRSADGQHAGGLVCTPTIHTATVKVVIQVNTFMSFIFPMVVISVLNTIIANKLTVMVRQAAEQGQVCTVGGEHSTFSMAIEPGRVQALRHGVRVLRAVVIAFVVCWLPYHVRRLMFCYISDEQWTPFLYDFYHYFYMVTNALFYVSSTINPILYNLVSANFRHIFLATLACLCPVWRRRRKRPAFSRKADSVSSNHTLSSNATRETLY
SIAH1 antagonists – blockers of Siah-1 interaction with plectin peptide – biochemical, fluorescence polarization, rhodamine-plectin, uHTS, primary screen (AID 1817); Siah-1 / rhodamine-plectin peptide fluorescence polarization; higher % means a stronger effect; displacement, % at 20 µM; hits with a dose series show IC50 in µM; 290,000 tested, 0.02% active;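 active means displacement of at least 50% at 20 µM, with a fluorescence ratio check between 0.3 and a set limit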;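 further: plate controls were Siah plus tracer with DMSO for no effect and tracer alone without Siah for full effect; strong numbers were not always called active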
UTI89 phage lysis – protection from phage-mediated lysis, alamar blue read-out – E. coli UTI89, K1F phage, bacterial capsule biogenesis inhibitors (AID 488966); E. coli UTI89 K1F phage lysis, alamar blue, 2 h; higher % means a stronger effect; inhibition, % at 100 µM, or IC50 in µM where a hit was titrated; 340,000 tested, 0.02% active;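 active means phage lysis inhibition, versus mean bacterial control, above a set limit; inconclusive means no clear call, values can overlap the other calls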;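 further: capsule biogenesis inhibitors block K1F phage lysis so surviving cells raise fluorescence; higher fluorescence means more inhibition of phage lysis; actives were called in the ten point dose series up to 300 µM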
AID2073 – inhibitors of Mint1-CaV2.2 protein interaction, biochemical, HTRF (AID 2073) | 290,000 tested, 0.19% active | HTRF protein-protein interaction, Mint1-CaV2.2; higher % means a stronger effect | inhibition, % at 20 µM, or IC50 in µM where a hit was titrated; in the data active means inhibition mostly above about 51%, no sharp cut-off; inconclusive means no clear call, values can overlap the other calls; inactive means mostly below about 53%; further: some results filed as inactive read as strong as hits
West Nile antiviral – inhibition of WNV-induced cytopathic effect – cell-based, CPE readout (AID 1621) | West Nile virus-infected cells, CPE inhibition; higher % means a stronger effect | CPE inhibition, % at 10 µM; hits with a dose series show IC50 in µM | 290,000 tested, 0.02% active; in the data active means a potency from the dose series; inconclusive means CPE inhibition mostly from about 3.7% at the one dose, without a potency; inactive means the rest, 99 in 100 with CPE inhibition below about 2.2%; further: strong numbers were not always called active
RSV CPE inhibition – inhibition of RSV-induced cytopathic effect – HEp-2 cells, primary 10 µM value included (AID 2391). CPE inhibition, % at 10 µM, or IC50 in µM where a hit was titrated. 310,000 tested, 0.13% active. HEp-2 cells, RSV-induced CPE inhibition; higher % means a stronger effect; in the data active means a potency from the dose series; inconclusive means CPE inhibition mostly from about 23% at the one dose, without a potency; inactive means the rest, 99 in 100 with CPE inhibition below about 21%; further: strong numbers were not always called active
MgcRacGAP inhibition – MgcRacGAP GTPase-activating activity inhibitors, confirmation, biochemical, ADP Hunter fluorescence; MgcRacGAP-stimulated Rac1 GTP hydrolysis, ADP Hunter fluorescence; higher % means a stronger effect; GST-tagged Rac1 F28L mutant substrate; inhibition, % at 30 µM; hits with a dose series show IC50 in µM; 340,000 tested, 0.6% active; AID 624330;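 active means first-screen hits whose inhibition reached a set limit at any dose in the follow-up dose series; inconclusive means inhibition above the set first-screen limit but never retested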;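 further: fluorescence reports GDP produced by GAP-driven GTP hydrolysis; strong numbers were not always called active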
Large T inhibition – SV40 large T antigen inhibitors, biochemical (AID 1903). 310,000 tested, 0.39% active. inhibition, % at 20 µM, or IC50 in µM where a hit was titrated. SV40 large T antigen ATPase/helicase inhibition assay; higher % means a stronger effect; in the data active means a potency from the dose series; inconclusive means inhibition mostly from about 32% at the one dose, without a potency; inactive means the rest, 99 in 100 with inhibition below about 32%; further: strong numbers were not always called active
NS5 inhibitors – flavivirus cap methylation enzyme inhibition – biochemical, confirmation dose response, primary screen (AID 588689). Dengue-2 NS5 methyltransferase capping enzyme assay, biochemical; higher % means a stronger effect. one-dose inhibition, % at 25 µM; IC50 in µM for titrated hits. 340,000 tested, 0.3% active; in the data active means a potency from the dose series; inconclusive means inhibition above about 29% without an active follow-up result
NTR1 agonist cell count 20 µM – recorded beside NTR1 agonist, whose call it bears; cell count; measured here: cell count, cytotoxicity flag
NS5 inhibitors pilot replicate – recorded beside NS5 inhibitors, whose call it bears; inhibition, %; measured here: pilot screen replicate inhibition
Starred values were filed as active, the others as inactive; i = inactive; ? = inconclusive; . = not tested or not shown; [ ] = remark or other dose.

SMILES	NTR1 agonist	NTR1 agonist cell count 20 µM	SIAH1 antagonists	UTI89 phage lysis	AID2073	West Nile antiviral	RSV CPE inhibition	MgcRacGAP inhibition	Large T inhibition	NS5 inhibitors	others
COc1ccc(CN=C(C#N)C2=C(O)c3ccccc3C2=O)cc1	-0.6	51	-2%	0.2%	9%	0.0%	.	5%	5%	-5%
Clc1ccc(-n2c(SC/C=C/c3ccccc3)nnc2-c2cccnc2)cc1	1.3	65	-3%	1.0%	9%	-1.0%	0.6%	10%	3%	6%
Cc1ccc(-c2c(C)sc(NC(=O)C3C4CCC(O4)C3C(=O)O)c2C(=O)OC(C)C)cc1 (stereo not drawn)	-0.7	66	0%	-0.2%	0%	0.1%	9.7%	4%	11%	17%
CCN(C(=O)COC(=O)c1cccc(S(=O)(=O)N2CCOCC2)c1)C1CCS(=O)(=O)C1 (stereo not drawn)	-0.8	68	.	0.3%[50 µM]	.	.	1.8%	4%	2%	4%
CC(=O)N1c2c(cc(Br)cc2S(=O)(=O)NCc2ccc(C)cc2)CC1C (stereo not drawn)	-0.7	42	14%	0.0%	0%	-0.4%	8.3%	5%	8%	-2%
c1cncc(-c2ccc3ncnc(NCc4ccc5c(c4)OCO5)c3c2)c1	0.5	42	.	1.0%	.	.	.	12%	.	-6%
Cc1ccc(NNC(=O)C2CCC2)cc1C	0.0	49	-2%	0.3%	-45%	0.6%	1.8%	-1%	11%	-5%
CCN(CC)C(=O)Oc1ccc(Br)c2ccccc12	-1.4	67	6%	6.1%	20%	-1.3%	6.4%	7%	19%	-11%
N#Cc1ccc(C(=O)Nc2cc(S(=O)(=O)Nc3ccc(Cl)cc3)ccc2N2CCCCC2)cc1	6.4	57	11%	6.0%	28%	-1.2%	1.9%	13%	-1%	7%
NC(N)=NS(=O)(=O)c1ccc(NC(=S)NC(=O)c2ccc(Br)cc2)cc1	4.7	33	7%	-0.4%	0%	0.0%	-0.6%	6%	3%	-10%
CC1(O)C(=O)C=C2C=C(C3CC3)OC=C2C1=O (stereo not drawn)	5.6	83	.	.	.	0.1%	0.5%	.	?	.
O=C(CN(CCc1ccccc1)C(=O)c1csnn1)NCc1ccc(F)cc1	-0.4	51	-2%	0.1%	-10%	0.6%	-0.3%	7%	-1%	0%
CN(CC(CC(=O)Nc1nncs1)c1ccccc1)S(=O)(=O)c1ccccc1 (stereo not drawn)	-4.1	65	-6%	4.6%	-6%	-0.6%	1.6%	1%	3%	4%
CCn1c(SCC(=O)N/N=C/C(C)=C/c2ccco2)nnc1-c1ccccc1	-0.9	83	1%	0.0%	6%	-0.8%	2.8%	13%	21%	-5%
CC(=O)/C(C(=N)N1CCN(C(c2ccccc2)c2ccccc2)CC1)=C(\C)O	1.9	42	5%	-1.0%	-5%	0.3%	-1.2%	2%	-4%	-1%
COC(=O)c1ccccc1NC(=S)N1CCN(c2ccccn2)CC1	1.7	65	0%	0.4%	-9%	0.7%	0.3%	10%	4%	-3%
CC(=O)/C(=C/c1ccccc1)C(=O)Nc1ccccc1C	2.1	105	8%	0.0%	22%	-0.1%	-3.6%	-1%	-2%	-24%
FC(F)(F)c1ccc(C2Nc3cccc4cccc(c34)N2)cc1	2.6	100	8%	0.2%	39%	0.5%	.	9%	6%	13%
CCN(CC(=O)Nc1c(F)cccc1F)C(=O)c1nc2nccc(C)n2n1	0.3	57	.	-0.1%[50 µM]	.	.	1.3%	6%	.	-4%
CCOC(=O)c1ccc(NCc2ccc(N(C)C)cc2)cc1	14	85	3%	0.3%	-2%	-0.2%	2.9%	1%	22%	-5%
COc1ccc(NC(=S)N2CCN(C(=O)c3ccco3)CC2)cc1	1.9	31	4%	1.2%	-17%	-0.1%	-0.9%	8%	7%	-1%
Cc1cc(C)nc(NC(=O)CSc2ncccn2)n1	-1.4	33	-4%	.	9%	-0.2%	1.8%	.	4%	.
O=C(NCc1ccco1)c1ccc(Cl)c(S(=O)(=O)N2CCc3ccccc32)c1	2.2	37	5%	2.6%	6%	0.9%	14%	9%	5%	-3%
CC1CCCCC12NC(=O)N(CC(=O)N1CCN(c3ccccc3)CC1)C2=O (stereo not drawn)	-1.8	57	.	1.6%[50 µM]	.	.	.	1%	.	-7%
CCNS(=O)(=O)c1ccc(CCC(=O)NCc2ccccn2)cc1	0.3	56	-8%	0.9%	9%	0.2%	-0.3%	2%	-1%	-5%

A run of entries taken from the entries so far:
SMILES	NTR1 agonist	NTR1 agonist cell count 20 µM	SIAH1 antagonists	UTI89 phage lysis	AID2073	West Nile antiviral	RSV CPE inhibition	MgcRacGAP inhibition	Large T inhibition	NS5 inhibitors	others
FC(F)(F)c1ccc(C2Nc3cccc4cccc(c34)N2)cc1	2.6	100	8%	0.2%	39%	0.5%	.	9%	6%	13%
CCN(CC(=O)Nc1c(F)cccc1F)C(=O)c1nc2nccc(C)n2n1	0.3	57	.	-0.1%[50 µM]	.	.	1.3%	6%	.	-4%

The results go on.
SMILES	NTR1 agonist	NTR1 agonist cell count 20 µM	SIAH1 antagonists	UTI89 phage lysis	AID2073	West Nile antiviral	RSV CPE inhibition	MgcRacGAP inhibition	Large T inhibition	NS5 inhibitors	others
Cc1nn(Cc2ccc([N+](=O)[O-])cc2)c(=O)n1-c1ccccc1	-1.3	78	-5%	0.3%	-4%	-0.4%	-0.4%	4%	13%	-3%
CC(C)=CC(=O)OCC(=O)Nc1nc(C)c(Cl)cc1Cl	4.8	83	3%	0.5%	-1%	0.4%	0.7%	4%	4%	3%
Cc1ccc(NC(=O)c2cc(S(=O)(=O)N3CCOCC3)c(Br)s2)cc1	1.6	64	-1%	12%	-6%	-1.4%	4.8%	8%	10%	-3%
NC(=O)c1cc([N+](=O)[O-])ccc1Nc1ccccc1	3.5	87	.	-0.3%	.	.	-0.7%	10%	4%	-2%
CCc1cccc(CC)c1N(COC)C(=O)Cn1c(C(C)O)nc2ccccc21 (stereo not drawn)	0.1	54	3%	0.0%	-5%	-0.3%	1.9%	10%	-2%	0%
COc1ccc(C(=O)Nc2ccc(Cl)c(Cl)c2)c(OC)n1	3.0	57	5%	0.6%	10%	-0.2%	-1.1%	11%	14%	0%
N#CCCCc1cc2cc(F)ccc2cn1	1.4	82	.	0.9%	.	.	.	7%	.	2%
CCCN1C(=O)c2cccc3c(N4CCCCC4)ccc(c23)C1=O	.	.	7%	5.1%	12%	-0.7%	0.9%	4%	-5%	?
CS(=O)(=O)N(CC(=O)N1CCC(C(N)=O)CC1)c1ccc(Cl)c(C(F)(F)F)c1	-1.8	101	1%	-1.0%	-11%	-0.5%	1.7%	10%	9%	-3%
CC1CC(=O)Nc2ccccc2N1C(=O)Cn1cnc2ccccc2c1=O (stereo not drawn)	-1.9	63	.	1.0%[50 µM]	.	.	0.2%	9%	.	-4%
O=C(NCCCN1CCCC1=O)c1cccnc1	-1.0	54	-2%	4.7%	-4%	0.0%	0.2%	-1%	-4%	-7%
O=C(O)CSc1nnc(Cc2ccccc2)n1Cc1ccccc1	1.5	62	-3%	-1.2%	-2%	0.2%	2.7%	4%	7%	-9%
Cc1ccc(NC(=O)c2cc(S(=O)(=O)N3CCC4(CC3)OCCO4)ccc2F)cc1	0.8	55	4%	10%	-3%	0.3%	4.5%	3%	.	-15%
O=C(O)CNC(=O)c1ccc(Oc2c(F)c(F)c(Oc3ccc(C(=O)NCC(=O)O)cc3)c(F)c2F)cc1	-1.0	57	2%	-0.7%	1%	0.2%	1.7%	-2%	11%	17%
Cn1c(=O)cc(OCCCC(=O)Nc2cccnc2)c2ccccc21	1.2	79	-5%	0.2%	1%	2.1%	-1.0%	-2%	1%	-8%	NS5 inhibitors pilot replicate=-0.6
CC1CCCN(S(=O)(=O)c2ccc(NC(=O)Cc3ccc(S(=O)(=O)N4CCOCC4)s3)cc2)C1 (stereo not drawn)	3.3	51	.	-0.2%[50 µM]	.	.	?	-3%	13%	-4%
Cc1nn(-c2ccccc2)c2sc(C(=O)NC3CC3)cc12	0.6	86	-4%	-0.1%	3%	1.5%	2.6%	9%	19%	-10%
COCCCNC(=O)c1ccccc1SC	0.5	53	2%	-0.1%	-3%	0.1%	2.7%	12%	4%	-3%
COc1ccc(CCNC(=S)Nc2ccccc2)cc1	2.8	58	-2%	0.0%[50 µM]	-18%	-0.5%	2.8%	12%	19%	-10%
Clc1cccc2sc(-c3nnc(-c4ccccc4)o3)c(Cl)c12	1.6	56	.	0.1%	.	-0.2%	1.8%	7%	.	8%
O=S(=O)(Nc1cc2nc3ccccc3nc2n1Cc1ccccc1)c1ccc(Cl)cc1	.	.	i	-1.6%[50 µM]	10%	-1.6%	-0.6%	9%	8%	22%
COC(=O)c1ccc(CN2CCC(Oc3cccc(C(=O)N4CCCC4)c3)CC2)cc1	0.4	67	1%	-0.2%[50 µM]	10%	-1.5%	3.7%	-1%	-6%	-2%
NC(=S)N/N=C/c1ccc(OC(=O)c2cccnc2)cc1	-0.6	66	6%	0.1%	1%	0.4%	-0.2%	2%	16%	-4%
COc1cc2c(cc1NC(=S)Nc1cccc3ccccc13)oc1ccccc12	2.7	51	-2%	2.8%	21%	0.3%	2.7%	70µM*	30%	-4%
CCC(=O)c1ccc(OCC(O)CN2CCN(c3ccccn3)CC2)cc1 (stereo not drawn)	0.1	57	4%	0.1%	6%	-1.3%	-1.5%	2%	10%	-9%	NS5 inhibitors pilot replicate=-5.2
SMILES	NTR1 agonist	NTR1 agonist cell count 20 µM	SIAH1 antagonists	UTI89 phage lysis	AID2073	West Nile antiviral	RSV CPE inhibition	MgcRacGAP inhibition	Large T inhibition	NS5 inhibitors	others
CCOc1ccc2oc(C(=O)NCC3CCCO3)c(C)c2c1 (stereo not drawn)	-0.5	44	3%	0.0%	5%	-0.6%	2.0%	10%	11%	-3%
O=C(CN1C(=O)C2C3C=CC(C3)C2C1=O)Nc1ccc(F)cc1 (stereo not drawn)	-0.4	74	-3%	0.3%	6%	0.3%	0.1%	4%	0%	-11%
CCc1c(O)nc(SCC(=O)Nc2ccccc2)n(C(C)CC)c1=O (stereo not drawn)	-0.5	49	-2%	2.2%	-16%	-0.6%	0.2%	10%	2%	2%
CCC1(c2ccc(F)cc2)NC(=O)N(CC(=O)Nc2ccc(N3CCCCC3)cc2)C1=O (stereo not drawn)	3.8	60	.	6.8%	.	.	2.9%	11%	18%	-3%
O=c1c2ccccc2cnn1Cc1n[nH]c(=S)n1-c1cc(Cl)cc(Cl)c1	1.9	51	-1%	0.6%	-23%	-0.2%	1.5%	1%	14%	9%
O=C1NC[C@@H](Cc2ccc(O)cc2)N(CCc2cccc(F)c2)C1=O	4.8	57	-2%	1.6%	16%	0.1%	-0.1%	17%	1%	-7%

Bioassay records: PubChem BioAssay, several laboratories
